SNCA expr inhib: inhibitors of alpha-synuclein (SNCA) gene expression. HEK-293 SNCA-luciferase knock-in, luminescence, 24 h. Potency, µM (top dose mostly 57.2 µM), for the others: at the highest dose activity change, negative = inhibition, hits mostly inhibitors. 140,000 tested, 0.17% active. AID 1671194;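 further: potency means the concentration at half of the fitted maximal effect; plate controls were DMSO cells for no effect and cell-free wells for full effect; nearly all actives have a fitted effect of over 45% in size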
GPT2 inhibitor: inhibitors of human GPT2 alanine aminotransferase. 100,000 tested, 0.25% active. AID 1671188. Recombinant GPT2, coupled pyruvate oxidase/HRP Amplex Red fluorescence. Potency, µM (titrated, usually from 57.7 µM), inactives show top-dose activity change, negative = inhibition, hits mostly inhibitors. Q8TD30; further: potency means the concentration at half of the fitted maximal effect; nearly all actives have a fitted effect of over 60% in size; many of its hits are not listed in these tables
Target sequence (Q8TD30 whole entry, looked up): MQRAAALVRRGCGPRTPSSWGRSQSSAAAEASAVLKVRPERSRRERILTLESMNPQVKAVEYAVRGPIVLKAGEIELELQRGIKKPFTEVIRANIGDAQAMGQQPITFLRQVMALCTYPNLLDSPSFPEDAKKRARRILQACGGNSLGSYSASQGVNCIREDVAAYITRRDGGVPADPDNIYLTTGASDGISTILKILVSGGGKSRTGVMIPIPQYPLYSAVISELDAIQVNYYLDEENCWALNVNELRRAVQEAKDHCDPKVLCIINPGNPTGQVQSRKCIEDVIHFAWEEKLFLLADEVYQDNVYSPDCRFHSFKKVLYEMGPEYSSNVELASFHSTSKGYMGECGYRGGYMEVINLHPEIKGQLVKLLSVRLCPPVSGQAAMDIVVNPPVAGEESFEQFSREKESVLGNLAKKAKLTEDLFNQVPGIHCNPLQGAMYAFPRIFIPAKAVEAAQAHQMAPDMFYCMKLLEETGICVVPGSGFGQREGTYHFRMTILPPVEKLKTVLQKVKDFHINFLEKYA
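Fluorescence read-out: pyruvate from GPT2 turnover coupled to pyruvate oxidase, HRP and Amplex Red (0.2mM ThPP, 0.2U/mL PO and HRP, 50uM Amplex final). Substrates 250uM a-KG, 2mM L-alanine; enzyme 10ng/uL; 30 min RT.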
HEK293 viab: cell viability loss counter-screen. 150,000 tested, 0.12% active. Potency, µM (titrated, usually from 57.1 µM), inactives show top-dose activity change, negative = cytotoxicity, actives largely listed as cytotoxic. HEK-293-SNCA-luc viability, GF-AFC fluorescence, 24 h. AID 1671193;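 further: potency means the concentration at half of the fitted maximal effect; 0% = DMSO-treated cells and -100% = medium-only wells without cells; nearly all actives have a fitted effect of over 30% in size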
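HEK-293-SNCA-luc cells (1500/well) plated 24 h, then exposed 24 h to a dilution series; GF-AFC added 30 min at 37C, fluorescence 405/540 nm; normalised to medium-only and DMSO wells, Hill fit.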
IP6K1 inh: IP6K1 kinase inhibition. Q92551. IP6K1 kinase, ADP-Glo luminescence, 2 h; hits give low values. activity change, % (series mostly up to about 58 µM). 140,000 tested, 0.81% active. AID 1645851; in the data active means activity change below about -25%
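ADP-Glo luminescence measures ADP made by human IP6K1 during a 2 h RT reaction with ATP/IP6 (mix at 1.3 mM/130 uM); top library doses 57.5 and 19.1 uM final.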
NIH3T3 tox: kills NIH 3T3 cells; 94,000 tested, 4.3% active; AID 1345082; Potency, µM (titrated, usually from 96.7 µM), for inactives: top-dose activity change, negative = cytotoxicity, hits mostly inhibitors; NIH 3T3 viability, CellTiter-Glo ATP luminescence, 48-72 h; further: potency means the concentration at half of the fitted maximal effect; nearly all actives have a fitted effect of over 55% in size
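Viability of NIH 3T3 cells after 48 or 72 hr compound treatment at 37 °C was assessed by CellTiter-Glo, with luminescence imaged following a 10 min room-temperature step.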
Luciferase inh: inhibitors of firefly (Photinus pyralis) luciferase; P08659; purified P. pyralis luciferase, luminescence, biochemical; Potency, µM (top dose mostly 115 µM), for the others: at the top dose activity change, negative = inhibition, usual class: inhibitors; 76,000 tested, 2.5% active; further: potency means the concentration at half of the fitted maximal effect; nearly all actives have a fitted effect of over 65% in size
Target sequence (P08659 whole entry, looked up): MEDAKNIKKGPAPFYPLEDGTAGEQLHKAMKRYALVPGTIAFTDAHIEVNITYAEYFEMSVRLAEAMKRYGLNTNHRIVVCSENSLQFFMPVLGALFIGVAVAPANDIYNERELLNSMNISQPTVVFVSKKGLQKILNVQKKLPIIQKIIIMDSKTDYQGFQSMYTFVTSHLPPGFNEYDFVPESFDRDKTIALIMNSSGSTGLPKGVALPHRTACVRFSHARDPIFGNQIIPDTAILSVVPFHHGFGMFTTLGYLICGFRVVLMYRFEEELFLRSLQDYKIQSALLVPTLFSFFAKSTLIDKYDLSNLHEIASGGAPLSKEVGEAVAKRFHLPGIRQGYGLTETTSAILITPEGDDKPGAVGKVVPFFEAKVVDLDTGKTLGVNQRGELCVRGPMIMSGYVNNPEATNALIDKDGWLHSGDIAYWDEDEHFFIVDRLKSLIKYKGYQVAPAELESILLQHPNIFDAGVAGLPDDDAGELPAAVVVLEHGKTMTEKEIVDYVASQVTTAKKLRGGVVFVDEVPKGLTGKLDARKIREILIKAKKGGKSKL
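Luminescence read by CCD imaging after purified firefly luciferase (10nM final) was added to substrate buffer holding 10uM D-luciferin and 10uM ATP, pH 7.5, pre-dosed with compound.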
HEK293 tox: cytotoxic compounds in HEK 293 cells | HEK 293 viability, ATP luminescence (CellTiter-Glo), 48-72 h | Potency, µM (top dose mostly 115 µM), for the others: at the highest dose activity change, negative = cytotoxicity, actives largely listed as inhibitors | 94,000 tested, 6.6% active | AID 1345083; further: potency means the concentration at half of the fitted maximal effect; nearly all actives have a fitted effect of over 60% in size
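Pintool-delivered compounds were incubated with HEK 293 cells (250 cells/well) at 37 degree Celsius for 48 or 72 hr. ATP-dependent luminescence (CellTiter-Glo) then reported remaining viable cells.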
Numbers without * were called inactive; i = inactive; ? = inconclusive; nt = not tested or not shown; [ ] = another dose, or the depositor's remark. Unless noted, the call rests on the fitted dose curve; in most records, active means well fitted curve in the direction sought with a large enough effect; inconclusive means small, poorly fitted or top-dose-only effect, or another doubt; inactive means no such curve, though single readings can be large; an effect the other way counts as inactive or inconclusive. Unless noted, on the % scale 0 is the no-effect control and ±100 the full control effect. The list is partial; rates above refer to the full screens.

SMILES	SNCA expr inhib	GPT2 inhibitor	HEK293 viab	IP6K1 inh	NIH3T3 tox	Luciferase inh	HEK293 tox
Cn1cnc(S(=O)(=O)N2CCC(c3noc(-c4cnccn4)n3)C2)c1 (stereo not given)	3%	0%	1%	-11	-4%	12%	1%
CCOCCCNC(=O)NCC1Cn2cccc2CN1Cc1ccccc1 (stereo not given)	5%	i	11%	-11	-27%	4%	-24%
O=C(c1noc2c1CCCCC2)N1CCN(c2cccc(C(F)(F)F)c2)CC1	10%	nt	-3%	-13	nt	nt	nt
CCOc1ccc(NC(=O)c2oc3ccccc3c2NC(=O)c2cc(C)cc(C)c2)cc1	1%	nt	8%	-10	nt	nt	nt
CCCc1ccc(S(=O)(=O)N2CCN(C3CCN(CCC(C)C)C3=O)CC2)cc1 (stereo not given)	0%	i	-6%	10	?	0%	?
CCCN1C(=O)CC[C@H]2CN(C(=O)c3ccc(F)c(OC)c3)CC[C@H]21	-19%	3%	5%	0	i	-1%	i
Cc1ccc(CNC(=O)c2oc3c(c2C)-c2nn(Cc4ccc(Cl)cc4)cc2CC3)cc1	14%	nt	-1%	-9	nt	nt	nt
Cc1ccc(CN2CCC(CNC(=O)Nc3ccc(C)c(C)c3)C2)cc1 (stereo not given)	13%	nt	6%	-1	nt	nt	nt
Nc1nccc(Oc2ccc(NC(=O)c3c[nH]cc(-c4ccc(F)cc4)c3=O)cc2F)c1Cl	?	-3%	?	-4	nt	nt	nt
CN(C)C(=O)C1CN(C(=O)Nc2ccc(F)cc2F)CC12CCOCC2 (stereo not given)	2%	4%	-1%	-10	-10%	5%	?
CCc1cnc(C)nc1N1CCOC(c2ccc(Cl)cc2)C1 (stereo not given)	-15%	?	-6%	27	?	3%	11µM*
Cc1cc(C)n(CC(=O)N[C@@H]2CN(Cc3ccccc3)C[C@H]2CN(C)C)n1	4%	-20%	19%	-10	-6%	-12%	-20%
Cn1cc(C(=O)NCc2nnc3n2C(C(=O)NC2CC2)CC3)cn1 (stereo not given)	-5%	2%	9%	10	-6%	nt	-8%
CCC(=O)N1CCc2cc(Br)cc(S(=O)(=O)Nc3ccc(C)cc3C)c21	-20%	nt	11%	-10	nt	nt	nt
CC(C)CCNC(=O)N1CC[C@@H]2COC(=O)N(Cc3ccccc3)[C@@H]2C1	28%	?	8%	9	-29%	nt	-15%
CN1N=C(C(=O)N2CCCC(CCc3ccc(F)c(F)c3)C2)CCC1=O (stereo not given)	-10%	5%	-7%	0	?	-20%	?
O=[S+]([O-])(Nc1ccccc1)c1ccc2c(c1)OCCN(Cc1ccccn1)C2	-1%[87.6 µM]	-2%[88.5 µM]	-3%[87.6 µM]	-2	?	-4%[172 µM]	71µM*
CN1c2cc(C(=O)NC3CCN(Cc4ccccc4)CC3)ccc2C(=O)N2CCCCC21 (stereo not given)	-3%	-1%	28%[12.5 µM]	9	-14%	-1%	?
Cc1ccc(N2CC(C(=O)NCc3nnnn3-c3ccc(C)c(C)c3)CC2=O)cc1C (stereo not given)	23%	nt	3%	14	nt	nt	nt
O=C(NCC1CC1)c1ccc2nnc(-c3cccc(C(F)(F)F)c3)n2c1	-9%	0%	-10%	-5	?	nt	?
O=C(NCc1ccc(Cl)cc1)c1ccc2nc(-c3ccncc3)oc2c1	33%[activator][87.6 µM]	-18%[88.5 µM]	1%[87.6 µM]	7	-24%[138 µM]	nt	?
Cc1ccc(-c2ncc(C(=O)N3CCOC(CCN)C3)c(=O)[nH]2)cc1 (stereo not given)	13%	-4%	-10%	-4	3%	-3%	0%
CCCNC(=O)N(C1CCOCC1)C1CCN(S(=O)(=O)c2cn(C)cn2)CC1	-7%	3%	-1%	0	1%	7%	-6%
Cc1ccc(NC(=O)c2nc(S(C)(=O)=O)ncc2N(Cc2ccco2)Cc2ccccc2F)c(C)c1	-19%	nt	-19%	18	nt	nt	nt
CCc1ccc(CN2CCC(Oc3ccc(C(=O)NCCOC)cc3Cl)CC2)o1	-18%	-3%	-3%	-5	?	0%	?

Single values from the entries so far:
In IP6K1 inh, Cc1ccc(CN2CCC(CNC(=O)Nc3ccc(C)c(C)c3)C2)cc1 (stereo not given) shows -1
In Luciferase inh, CCCc1ccc(S(=O)(=O)N2CCN(C3CCN(CCC(C)C)C3=O)CC2)cc1 (stereo not given) shows 0%
In SNCA expr inhib, O=C(c1noc2c1CCCCC2)N1CCN(c2cccc(C(F)(F)F)c2)CC1 shows 10%

Further structures follow.
SMILES	SNCA expr inhib	GPT2 inhibitor	HEK293 viab	IP6K1 inh	NIH3T3 tox	Luciferase inh	HEK293 tox
N#CSCC(=O)O	-29%[25.6 µM]	i	-20%[23.9 µM]	0	nt	nt	nt
CCNC(=O)CCc1c(C)nn(-c2cccc(C)c2)c1Oc1ccc(F)cc1F	-12%	i	-10%	1	?	5%	?
CCn1cc(C(=O)NCCCN(CC(C)C)CC(C)C)c(=O)c2cc(S(=O)(=O)N3CCc4ccccc4C3)ccc21	36%[activator]	nt	-1%	-7	nt	nt	nt
O=C(c1ccccc1F)N1CCn2c(nn(-c3ccc(F)cc3F)c2=O)C1	12%	1%	-2%	6	-5%	4%	2%
CCCOc1ccc(CNC(=O)C(C)n2nc(C)n3c(cc4occc43)c2=O)cc1 (stereo not given)	5%	nt	-17%	-13	nt	nt	nt
Cc1cccc(C)c1NC(=O)C1CCCN1S(=O)(=O)c1ccccc1 (stereo not given)	6%	nt	4%	9	nt	nt	nt
COc1ccc(CN2CCC3OCCN(Cc4ccccc4)C(=O)C3C2)cn1 (stereo not given)	-10%[87.6 µM]	-12%[88.5 µM]	5%[87.6 µM]	10	?	10%[172 µM]	-21%[172 µM]
Cc1ccc(NC(=O)COc2ccc(-c3nnc4n3CCCC4)cc2)cc1F	-13%	3%	-3%	4	?	-12%	-7%
Cc1cc(OC(C)C(=O)N(Cc2ccco2)Cc2ccccc2F)cc(C)c1Cl (stereo not given)	?	nt	-4%	19	nt	nt	nt
O=C(Nc1c(C(=O)N2CCN(c3ccccc3F)CC2)oc2ccccc12)c1ccc(Br)o1	28%	nt	1%	-4	nt	nt	nt
COC(=O)c1cc2n(n1)CCN(C(=O)c1cc(-c3ccccc3O)n[nH]1)C2	-4%	5%[11.5 µM]	-4%	18	-26%	-24%	?
OC1(CN2CCC(COc3noc4cccc(O[C@@H]5CCOC5)c34)CC2)CCOCC1	nt	i	-8%	13	nt	nt	nt
CCc1ccc(NC(=O)Cn2c(=O)c(-c3ccccc3NC(C)=O)nc3ccccc32)cc1	?	nt	?	-14	nt	nt	nt
Cc1nnc2ccc(N3CCC(NC(=O)C4CCCC4)C3)nn12 (stereo not given)	nt	nt	nt	1	-31%[138 µM]	nt	-11%[172 µM]
COc1ccc(Br)cc1C(=O)Nc1nc2ccc(F)cc2s1	54%[activator]	nt	4%	17	nt	nt	nt
Cn1cc(-c2ccc(F)cc2)c2nc(CO)cn2c1=O	31%[87.6 µM]	-19%[88.5 µM]	-1%[87.6 µM]	29	?	-14%[230 µM]	-29%[230 µM]
C=CCN(Cc1cccc(OC)c1)C(=O)c1ccccc1C#N	-11%	i[11.5 µM]	-7%	-9	?	10%	-28%
COc1ccc(CN2Cc3cc(NC(=O)c4ccc(F)cc4F)ccc3OC(C)C2=O)c(OC)c1 (stereo not given)	9%	?	2%	-2	?	-10%	45µM*
O=C(NC1CCN(CCn2nc3n(c2=O)CCCC3)C1)c1cccnc1 (stereo not given)	nt	nt	nt	-9	-13%[138 µM]	nt	-1%[172 µM]
COCCNC(=O)[C@@H]1C[C@@H](O)CN1C1CCN(C(=O)COc2cccc(C)c2)CC1	-4%	i	4%	27	-3%	6%	i
O=C(NCc1ccccc1-n1cccn1)C1NCCc2[nH]cnc21 (stereo not given)	19%	-10%[11.5 µM]	-2%	6	3%	3%	3%
Cc1noc(C)c1CC(=O)N1CCCCCC1c1nnc(-c2ccccc2)o1 (stereo not given)	7%	i	-16%	-4	-3%	0%	-14%
Cc1nc(-c2c3n(c(=O)n(Cc4ccc(Cl)cc4)c2=O)CCCC3)no1	-11%	-8%	7%	8	-13%	0%	-1%
CN(C)S(=O)(=O)N1CCN(C(=O)Cn2nc3c(cc2=O)CCCC3)CC1	15%	-23%	8%	1	i	1%	11%
O=C1CC(c2ccccc2)N(C(=O)C2CC2)CCCN(C(=O)COc2ccc(F)cc2)CCN1 (stereo not given)	-15%	1%	3%	2	-8%	-9%	0%

Remaining list, next part
SMILES	SNCA expr inhib	GPT2 inhibitor	HEK293 viab	IP6K1 inh	NIH3T3 tox	Luciferase inh	HEK293 tox
Cc1ccc(C)c(OC(=O)CSc2nnc(-c3cccs3)o2)c1	-13%	nt	3%	5	nt	nt	nt
C=CCNC(=O)N[C@H]1C[C@@H](C(=O)N[C@H](Cc2c[nH]c3ccccc23)C(N)=O)N(C(=O)C2CC2)C1	20%	i	5%	-5	3%	-3%	-2%
CCCCOCc1cc(CN2CCN(c3cccc(Cl)c3)CC2)c(O)c2ncccc12	?	nt	-4%	0	nt	nt	nt
O=C(NCc1csc(-c2cnccn2)n1)[C@H]1CCC[C@H](O)C1	25%	-3%	-2%	14	3%	3%	i
O=C(Nc1cc(C2CC2)nn1-c1ccccc1)c1ccccc1F	-17%[87.6 µM]	i	-22%[87.6 µM]	4	?	nt	?
O=C(OCC12OC1C=CC(OC(=O)c1ccccc1)C2O)c1ccccc1 (stereo not given)	nt	i	-8%	0	nt	nt	nt
COc1ccc(CNC(=O)CCCN2C(=O)CSc3c2c(C)nn3-c2ccccc2)cc1	-17%	nt	-17%	-6	nt	nt	nt
Cc1nnc2ccc(N3CCC(NC(=O)Nc4ccccc4F)C3)nn12 (stereo not given)	nt	nt	nt	7	?	nt	?
CCc1ccccc1NC(=O)N1CCC(Oc2ncccc2C(=O)N2CCOCC2)C1 (stereo not given)	14%	i	0%	9	-9%	6%	-20%
Cc1n[nH]c(C)c1CCC(=O)N[C@@H]1CN(S(C)(=O)=O)C[C@H]1CN(C)C	1%	-6%	4%	9	-2%	-1%	i
Cc1noc(C)c1Cc1ccc(C(=O)NC2CCc3nnc(C)n3CC2)o1 (stereo not given)	?	i	6%	-6	-11%	-13%	3%
Cc1ccc(NC(=O)CSc2nc3n[nH]c(C)c3c(=N)n2-c2ccccc2C)cc1C	-3%	nt	4%	2	nt	nt	nt
Cc1cc(C(=O)N2CCC3(CC2)CNC(=O)C3)cc(S(N)(=O)=O)c1C	-7%	4%	11%	-6	-11%	-2%	4%
O=C(NCCN1CCOCC1)C1CCC(=O)N(CCCc2ccccc2)C1 (stereo not given)	4%	i	-3%	1	-7%	3%	0%
CC(C)(O)CCc1ccc(C(=O)NCCc2c[nH]c(=O)[nH]c2=O)cc1	?	3%	2%	0	-15%	4%	-32%
CN(Cc1nccs1)c1ccc(-c2nc(-c3ccccc3F)no2)cn1	24%	-3%	-3%	-2	-5%	2.8µM*	?

Screening results from PubChem BioAssay.
